# Nrf2 ARE act = qHTS of Nrf2 Activators; AREc32 ARE-luciferase reporter (MCF7-derived line), luminescence, 24 h; Potency, µM (series often up to 46.1 µM), without a hit: top-dose activation, hits mostly activators; 0.31% of 410,000 active; AID 624171, 2012; also: potency is read from the fitted curve at half-maximal effect; % of control where 0% means no effect; nearly all actives have a fitted effect of over 65% in size
#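 Quantitative high-throughput format: AREc32 reporter cells, 1000 per well, received compound by pin transfer and were incubated 24 hr at 37 deg C, 5% CO2, before Steady-Glo luminescence detection.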
# CCT chaperon mod = High-Throughput Screening for Modulators of Cytosolic Chaperonin Activity; activity change, % (no concentration beside the values), hits read low; purified chaperonin ATPase assay, HTRF ADP detection, 30 min; AID 651819, 2012; 0.3% of 360,000 active; in the data active = activity change below about -30%; also: % is scaled to controls: 0 for no effect and ±100 for the full control effect
#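 We incubate TRiC, 40 or 20 nM final, with library compounds at 76 uM and 10 uM ATP for 30 min at 37 °C. ADP formed is detected with Transcreener HTRF reagents after 30 min at room temperature.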
# Abeta yeast res = qHTS for compounds that reverse cellular toxicity of Amyloid beta (A-beta) peptide in yeast: Primary Screen; yeast expressing A-beta42, growth rescue, OD600, 48 h; response scale: 0% DMSO, 100% iron-clioquinol control; Potency, µM (series often up to 46.1 µM), for the others: at the highest dose growth rescue, hits mostly activators; 0.063% of 410,000 active; AID 1347071, 2019; also: potency is read from the fitted curve at half-maximal effect; nearly all actives have a fitted effect of over 55% in size
#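 Yeast A-beta toxicity model in growth medium with pinned compounds, 48 h at 30 C; growth read as absorbance at 600 nm. Normalized to FeCl3/clioquinol equimolar mix (positive) and DMSO (negative).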
# MmCpn inh = Inhibitors of TCP-1 ring complex (TRiC) of Methanococcus maripaludis (MmCpn): qHTS | 0.031% of 330,000 active | AID 504842, 2011 | Potency, µM (series often up to 76.9 µM), for the others: at the top dose activity, negative = inhibition, hits mostly inhibitors | purified Mm-Cpn ATPase, ADP Transcreener TR-FRET; also: potency is read from the fitted curve at half-maximal effect; % is scaled to controls: 0 for no effect and ±100 for the full control effect; nearly all actives have a fitted effect of over 80% in size
#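 25 nM Mm-CPN + cpd, 10 min 37°C; + 10 uM ATP, 30 min 37°C; buffer 30 mM Tris pH 7.4, 100 mM KCl, 5 mM MgCl2, 1 mM DTT; Transcreener ADP HTRF detection 30 min RT.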
# TGFb inhibitor = qHTS for Inhibitors of TGF-b. HepG2 CAGA-GFP TGF-b/SMAD3 reporter, GFP fluorescence, 18 h; TGF-beta stimulated, 500 pg/mL final. Potency, µM (top dose mostly 46.1 µM), for inactives: top-dose activity, negative = inhibition, most hits filed as inhibitors. 1.2% of 410,000 active. AID 588855, 2011; also: potency is read from the fitted curve at half-maximal effect; % is scaled to controls: 0 for no effect and ±100 for the full control effect; nearly all actives have a fitted effect of over 65% in size
#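 Inhibition was scored as loss of TGF-beta-induced (500 pg/mL final, 18 hours, 37 degrees C) GFP in HEPG2 cells carrying a CAGA-GFP reporter, in DMEM with 1% FBS. Well GFP was summed per cell; Activity was normalised to unstimulated and stimulated DMSO wells, then concentration-response fitting.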
# pAkt inh = HTS Assay for Inhibitors of Akt Phophorylation: Primary Screen; Neuro2A IGF-stimulated pAkt S473 HTRF, 20 min; hits give low values; activity change, % for hits at 50 µM; 0.32% of 360,000 active; in the data active = activity change below about -80%; inconclusive = mostly about -51% to -80%; also: % is scaled to controls: 0 for no effect and ±100 for the full control effect
#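 Neuro2A cells (4,500/well, DMEM with 0.5% FBS) were treated with compound at a single 50 µM final concentration, stimulated with 6 nM IGF for 20 min at 37 °C, and lysed. Phospho-Akt Ser473 was read by HTRF as 665/615 ratio ×10^4.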
# Nrf2 block = Nrf2 qHTS screen for inhibitors | Potency, µM (highest dose often 46 µM), inactives show top-dose activity change, negative = inhibition, hits mostly inhibitors | A549 ARE-Fluc reporter, luciferase luminescence, 18-24 h | 2.1% of 360,000 active; also: potency is read from the fitted curve at half-maximal effect; % is scaled to controls: 0 for no effect and ±100 for the full control effect; nearly all actives have a fitted effect of over 60% in size
#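 Reporter: ARE-Fluc in A549. Exposure: 18-24 h, 37 °C, 5% CO2, 5% FBS OPTI-MEM. Readouts: fluorescent cytotoxicity (CellTiter-Fluor), then luminescent Nrf2 signal after BugLite.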
# HepG2 tox = qHTS for Inhibitors of TGF-b: Cytotox Counterscreen. 0.76% of 410,000 active. Potency, µM (series often up to 46.1 µM), for inactives: top-dose activity change, negative = cytotoxicity, most hits filed as cytotoxic. AID 588856, 2011. HepG2 CAGA-GFP viability, ATP luminescence, 18 h; also: potency is read from the fitted curve at half-maximal effect; some results filed as inactive show a strong effect at the top dose
#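 CellTiter-Glo luminescence gave cytotoxicity after 18 hours at 37 degrees C. The cells were HepG2 CAGA-GFP in 1% FBS DMEM, stimulated with 500 pg/mL TGF-beta after compound addition. %Activity was normalised to no-cell wells (complete cell-killing) and DMSO (no toxicity), and curves were fitted and classified.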
# A549 tox = Nrf2 qHTS screen for inhibitors: counterscreen for cytotoxicity | AID 504648, 2011 | 0.16% of 390,000 active | Potency, µM (doses to about 46 µM), for the others: at the top dose activity change, negative = cytotoxicity, usual class: inhibitors | A549 ARE-Fluc cells, CellTiter-Fluor viability, 18-24 h; also: potency is read from the fitted curve at half-maximal effect; % is scaled to controls: 0 for no effect and ±100 for the full control effect
#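 A549 ARE_Fluc cells in 5% FBS OPTI-MEM were exposed to compounds in concentration-response for 18-24 h at 37 deg C. Viability was read by CellTiter-Fluor fluorescence (Ex 405/Em 525) after 30 min, before the luciferase read.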
# An asterisk follows results filed as active; i = inactive; ? = inconclusive; nt = no result given; & = joins results of further samples; [ ] = dose if it differs, or a comment. Unless noted, calls follow the shape of the dose curve; as a rule, active = well fitted curve in the direction sought with a large enough effect; inconclusive = small, poorly fitted or top-dose-only effect, or another doubt; inactive = no such curve, though single readings can be large; an effect the other way counts as inactive or inconclusive. Compounds were not picked by outcome. Share with any hit: about 4.3%.
SMILES,Nrf2 ARE act,CCT chaperon mod,Abeta yeast res,MmCpn inh,TGFb inhibitor,pAkt inh,Nrf2 block,HepG2 tox,A549 tox
COc1ccc(S(=O)(=O)N(C)CC(=O)NCC2CCCO2)cc1OC (stereo unspecified),-0.1%,-0.9,-6%,-3%,2%,i,4%,17%,-6%
CCNC(=O)C1(C)CCCN(C(=O)c2ccnc(Cl)c2)C1 (stereo unspecified),0.3%,-0.4,-2%,nt,-3%,nt,nt,0%,nt
C=CCNCCOc1ccc(C(C)(C)c2ccccc2)cc1,3.7%,-1.7,5%,-3%,0%,i,21%,-30%,6%
NC(=O)c1ccc(Nc2ccc3c(c2)CCC3)c([N+](=O)[O-])c1,13%,0.6,-12%,-2%,0%,i,?,-19%,?
Cc1ccccc1CCNC(=O)c1ccc2c(c1)nc1n2CCCCC1,-4.2%,nt,-6%,nt,-17%,nt,nt,-18%,0%
COc1cc(CCC(=O)N2CCN(S(=O)(=O)c3ccc(C)c(C)c3)CC2)cc(OC)c1OC,-0.1%,1.1,-22%,-2%,-2%,i,nt,-23%,9%
CCc1ccc(OCCOCC(O)CNC(C)(C)C)cc1 (stereo unspecified),0.4%,-2.3,2%,1%,-4%,i,-7%,-7%,3%
N#Cc1ccc(S(=O)(=O)N2CCCCC2c2cc(C(=O)NCc3ccccc3)no2)cc1 (stereo unspecified),-0.2%[9.22 µM],0.4,21%,nt,12%,i,nt,5%,nt
CCOC(=O)C(=O)NNc1ccccc1OC,0.1%,1.2,3%,3%,15%,i,1%,-27%,3%
CC1CCCCN1C(=O)c1ccccc1NC(=O)c1ccco1 (stereo unspecified),-0.6%,-0.4,1%,-3%,0%,i,-7%,2%,-2%
Cc1ccc(CSCCNC(=O)CN(c2cccc([N+](=O)[O-])c2)S(C)(=O)=O)cc1,4.9%,-1.4,2%,0%,0%,i,20%,1%,15%
Cc1nc2ccccc2c(=O)n1NC(=O)c1ccccc1Br,3.4%,-0.5,-17%,-6%,28%,i,5%,-1%,-12%
O=Cc1ccnc(-c2ccc(OC(=O)c3ccco3)cc2)n1,-0.4%,1.9,-10%,1%,7%,i,-3%,-3%,2%
O=C(COC(=O)CCCc1nc2ccccc2s1)NC(=O)NCc1ccco1,1.2%,-2.1,-10%,0%,14%,i,-21%,2%,3%
Cc1ccc(NC(=S)NCc2ccc(Cl)cc2)c(OC(F)F)c1,0.3%,-0.4,27%,-1%,?,i,-12%,-17%,4%
CN(CCc1ccccn1)C(=O)CCC1CCCN(C(=O)c2ccc3c(c2)OCCO3)C1 (stereo unspecified),-0.1%,1.2,6%,3%,-2%,i,-17%,-14%,-7%
CCC(=O)C1CCCN(C(=O)CCc2nnc(-c3ccc4c(c3)OCO4)o2)C1 (stereo unspecified),2.0%,-3.0,-15%,-2%,21%,i,19%,-17%,0%
Cc1ccc(NC(=O)c2ccco2)nc1,-0.1%,1.7,-5%,nt,-7%,i,?,-41%,-3%
O=S(=O)(NCCSCc1c(Cl)cccc1Cl)c1ccc2c(c1)OCCO2,-0.4%,1.5,19%,-1%,?,i,?,0%,-15%
Cc1ccc(S(=O)(=O)N2CCC[C@H]2C(=O)NC2CCCCC2)cc1,-0.2%,-2.0,-4%,nt,6%,i,4%,-5%,0%
N/C(=N\OC(=O)C12CC3CC(CC(C3)C1)C2)c1ccccc1,0.5%,0.1,1%,0%,-21%,i,?,-20%,-11%
CC1(C(=O)O)Oc2cccnc2NC1=O (stereo unspecified),-0.1%,0.1,5%,-1%,9%,i,-12%,20%,-1%
CN1CCN(CC(O)COc2ccc(C(=O)O)cc2)CC1 (stereo unspecified),0.6%,-0.5,6%,0%,4%,i,6%,7%,7%
CCc1nc2ccc(C(=O)Nc3cc(-c4ccccc4)ccc3OC)cn2c1N(CC)Cc1cccc(Br)c1,5.9%,1.1,1%,nt,-9%,i,nt,-20%,nt
COc1cc(C2=NOC(C(=O)NCc3cccs3)C2)cc(OC)c1OC (stereo unspecified),-0.8%,-3.6,-3%,-28%,-13%,i,5%,-20%,-14%
CC(=O)[C@@H]1[C@@H](C)N(Cc2ccccc2)C(=O)N[C@H]1c1cccc(C(F)(F)F)c1,4.6%,2.5,11%,-1%,-27%,i,?,-29%,-1%
CN(Cc1cccs1)C(=O)Cc1c[nH]c2ccccc12,0.4%,-1.5,-4%,1%,3%,i,17%,7%,7%
Cc1cccc(NC(=S)N(CCN(C)C)Cc2cc3cc(C)ccc3[nH]c2=O)c1,4.0%,0.6,-1%,-5%,1%,i,5%,-6%,1%
Cc1cccc(OCCNC(=O)c2cc(C3CC3)nc3c2cnn3C(C)C)c1,-0.5%,1.9,-2%,nt,1%,i,nt,3%,nt
C/C=C(\C)c1nnc(NC(=O)c2ccco2)s1,27%,0.3,7%,-3%,0%,i,21%,56%,0%
O=C(COc1coc(CN2CCN(c3ccccc3F)CC2)cc1=O)NC1CCCC1,-0.4%,-2.8,3%,-1%,-17%,i,-18%,3%,0%
CN(CC(=O)Nc1ccc2c(c1)CCC2)CC(=O)Nc1ccccc1Br,3.2%,-5.4,-6%,0%,?,i,?,-17%,-4%
CCCn1c(SCC(=O)c2cc(C)n(C3CC3)c2C)n[nH]c1=O,0.2%,-2.0,-19%,-4%,-8%,i,25%,12%,8%
C/C(N)=C(/C#N)C(=O)COC(=O)[C@@H](NC(=O)c1ccccc1Cl)C(C)C,-1.0%,-1.9,1%,-2%,5%,i,12%,0%,-4%
N#CC1=C(N)N(c2ccc(F)cc2)C2=C(C1c1ccc(O)cc1)S(=O)(=O)CC2 (stereo unspecified),3.7%,-2.5,-15%,-5%,7%,i,13%,2%,-14%
COc1cccc(NC(=O)c2cccc(N3C(=O)C4CCC(C)CC4C3=O)c2)c1 (stereo unspecified),0.0%,-2.0,-3%,0%,21%,i,-19%,1%,-18%
CN(C(=O)CSc1ncnc2sc(-c3ccccc3)cc12)C1CCS(=O)(=O)C1 (stereo unspecified),2.8%,-2.8,?,-16%,-2%,i,?,-8%,-6%
CCOc1ccc(OCC)c(NS(=O)(=O)c2ccc3c(c2)CCN3C(=O)C2CCC2)c1,0.1%&-0.1%,-0.9,-2%&21%,2%,5%&0%,i,-10%&3%,-1%&-1%,-2%&-3%
CCC(C)(C)NC(=O)C(c1ccc(F)cc1)N(Cc1ccc(OC)cc1)C(=O)c1cnccn1 (stereo unspecified),22%,0.8,18%,1%,-1%,i,0%,5%,-9%
Cc1ccc(C)c(Nc2cc(C)nc3ccccc23)c1,-3.3%,1.2,-5%,nt,?,i,?,-35%,1%
COc1ccc(C(=O)/C=C/Nc2ccc(S(N)(=O)=O)cc2)cc1OC,0.1%,-2.8,-17%,-9%,16%,i,6%,-22%,3%
Cc1c(NC(=O)Nc2cc(Cl)ccc2Cl)c(=O)n(-c2ccccc2)n1C,-0.3%,-0.5,-8%,-4%,-3%,i,6%,1%,6%
CSCCC(NS(=O)(=O)c1ccc(Br)cc1)C(=O)OCC(=O)NC1CC1 (stereo unspecified),-0.3%,-2.1,-5%,1%,-3%,i,-12%,0%,4%
CC1CC(C)(C)NC(=S)N1CC(=O)N1CCN(Cc2ccccc2)CC1 (stereo unspecified),-0.9%,0.3,-14%,-2%,-5%,i,1%,-3%,-2%
